FBW7 activator: activators of human E3 ligase FBW7; Q969H0; AlphaScreen FBW7–phospho-cyclin E peptide binding, activator screen; normalized activity (activation), % at 26.1 µM; 0.13% of 650,000 active; AID 1259310; in the data active means normalized activity above about 1.9%;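 further: purified mutant Fbw7 with reduced substrate affinity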
Target sequence (Q969H0 whole entry, looked up): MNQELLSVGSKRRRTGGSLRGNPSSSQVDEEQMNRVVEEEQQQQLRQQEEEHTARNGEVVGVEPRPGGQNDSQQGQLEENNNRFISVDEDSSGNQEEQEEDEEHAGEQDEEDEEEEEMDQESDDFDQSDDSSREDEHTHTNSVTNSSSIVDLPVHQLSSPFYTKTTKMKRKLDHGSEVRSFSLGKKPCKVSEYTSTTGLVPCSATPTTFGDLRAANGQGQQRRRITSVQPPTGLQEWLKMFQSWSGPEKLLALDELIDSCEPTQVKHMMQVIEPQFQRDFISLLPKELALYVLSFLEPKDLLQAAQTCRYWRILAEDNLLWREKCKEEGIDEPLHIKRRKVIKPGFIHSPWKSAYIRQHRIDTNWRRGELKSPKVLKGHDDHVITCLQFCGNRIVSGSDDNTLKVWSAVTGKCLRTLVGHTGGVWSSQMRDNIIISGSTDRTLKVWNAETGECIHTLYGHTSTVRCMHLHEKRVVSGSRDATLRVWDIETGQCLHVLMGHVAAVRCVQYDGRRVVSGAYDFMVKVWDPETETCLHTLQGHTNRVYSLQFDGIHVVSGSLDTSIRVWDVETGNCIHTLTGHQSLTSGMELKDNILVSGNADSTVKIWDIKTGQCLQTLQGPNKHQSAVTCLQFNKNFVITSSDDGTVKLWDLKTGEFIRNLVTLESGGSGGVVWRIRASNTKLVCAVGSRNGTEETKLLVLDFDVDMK
GPR151 ag: activators of human GPR151; 1% of 650,000 active; PathHunter beta-arrestin GPR151 cells, luminescence; AID 1508602; activation, % at 11.2 µM; Q8TDV0; in the data active means activation above about 4.9%;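 further: 0% = median of compound wells and 100% = cells with positive control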
MITF primary: inhibitors of human MITF. O75030. AlphaScreen MITF homodimerization, bead proximity signal. inhibition, % at 2.6 µM. 0.91% of 650,000 active. AID 1259374; in the data active means inhibition above about 50%;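 further: 0% = vehicle wells with protein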
TEAD-YAP inh: TEAD-YAP interaction inhibition; inhibition, % at 9.12 µM; HEK-TIYL cells, TEAD-Gal4/YAP UAS-luciferase luminescence; AID 1259422; 1.4% of 640,000 active; in the data active means inhibition above about 32%;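 further: 0% = median of test compound wells and 100% = reference inhibitor wells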
Numbers without * were called inactive.

SMILES | FBW7 activator | GPR151 ag | MITF primary | TEAD-YAP inh
O=C(CN1C(=O)c2ccccc2C1=O)Nc1ccc(O)c(-c2nc3ccccc3s2)c1 | -0.2 | -0.6 | -12 | -13
Cc1ccc(-c2cc(N)n(S(=O)(=O)c3ccc(C)cc3)n2)cc1 | 0.1 | 1.9 | 12 | 4
CCN(CC(=O)Nc1ccc(NC(C)=O)cc1)S(=O)(=O)c1ccc(F)c(F)c1F | 0.0 | -0.7 | 0 | -7
c1ccc(Cc2nnc3n2CCN(Cc2ccsc2)CC3)cc1 | -0.1 | 0.1 | 5 | 2
Cc1ccc(S(=O)(=O)N2CCCCC2C(=O)NCCN(CCO)CCO)cc1 (centres undefined) | 0.0 | -0.2 | -1 | 0
Cc1[nH]ncc1-c1ccc(NC(=O)CCc2ccccc2)cc1 | 0.2 | 0.4 | 5 | 29
CN1CCN(c2cc(NCCCC(=O)O)c3c4c(onc24)-c2ccccc2C3=O)CC1 | -0.4 | -1.4 | 10 | 11
COc1ccc(C(=O)COC(=O)C(Cc2c[nH]c3ccccc23)NC(=O)c2ccc(C(C)(C)C)cc2)cc1 (centres undefined) | -0.1 | 0.8 | -10 | 3
CC(C)(C)C(=O)Nc1ccc2[nH]c(=O)[nH]c2c1 | 0.0 | 0.6 | 2 | 2
CCOC(=O)c1sc(NC(=O)c2ccc(Cl)cc2)nc1-c1ccccc1 | 0.0 | -0.5 | -4 | -23
Cc1ccc(C(=O)NCCc2nnc3n2CCN(Cc2ccc4cccnc4c2)CC3)cc1 | 0.2 | -0.6 | 3 | -2
CC1CCc2sc(NC(=O)c3ccccc3Br)c(C(N)=O)c2C1 (centres undefined) | 0.1 | 0.4 | 12 | -14
COCCCNC(=O)CSc1nc2ccsc2c(=O)n1-c1ccc(F)cc1 | -0.2 | 4.5 | 13 | -9
CC(=O)N1CCC(C(=O)NCc2c(-c3ccccc3)noc2C)CC1 | 0.1 | 0.4 | 11 | 13
CC(=O)N(C(C)=O)S(=O)(=O)c1ccc(N=NN2CCOCC2)cc1 | 0.2 | -0.6 | 9 | 3
O=C(/C=C/c1ccc(F)cc1)Nc1ccccc1Cl | -0.1 | -3.9 | 8 | -22
COc1ccc(C2NC(=O)NC(C)=C2C(=O)OC2CCCCCC2)cc1 (centres undefined) | 0.1 | -0.3 | 4 | -3
CC(NC(=O)c1ccccc1[N+](=O)[O-])c1ccccc1 (centres undefined) | -0.1 | 1.3 | 1 | -2
COc1ccc(S(=O)(=O)Nc2ccccc2C(C)C)cc1C | 0.1 | -0.1 | -17 | -3
O=C(O)c1cc(N/N=C/c2ccccc2)ccc1Cl | 0.2 | -4.0 | 16 | -69

Some of the entries above, set out differently.
| compound | FBW7 activator | GPR151 ag | MITF primary | TEAD-YAP inh |
| --- | --- | --- | --- | --- |
| CC(=O)N(C(C)=O)S(=O)(=O)c1ccc(N=NN2CCOCC2)cc1 | 0.2 | -0.6 | 9 | 3 |
| O=C(/C=C/c1ccc(F)cc1)Nc1ccccc1Cl | -0.1 | -3.9 | 8 | -22 |
| COc1ccc(C2NC(=O)NC(C)=C2C(=O)OC2CCCCCC2)cc1 (centres undefined) | 0.1 | -0.3 | 4 | -3 |
| CC(NC(=O)c1ccccc1[N+](=O)[O-])c1ccccc1 (centres undefined) | -0.1 | 1.3 | 1 | -2 |
| COc1ccc(S(=O)(=O)Nc2ccccc2C(C)C)cc1C | 0.1 | -0.1 | -17 | -3 |
| O=C(O)c1cc(N/N=C/c2ccccc2)ccc1Cl | 0.2 | -4.0 | 16 | -69 |

The list continues.
SMILES | FBW7 activator | GPR151 ag | MITF primary | TEAD-YAP inh
CN(C)C(=O)c1ccc(N2CCC(N3CCCN(c4ncccn4)CC3)CC2)cc1 | 0.1 | 0.1 | 10 | -6
Oc1ccc(Cl)cc1CN1CCCC(N2CCOCC2)C1 (centres undefined) | -0.1 | -0.5 | 3 | -10
COc1ccc(NC(=O)c2sc3nc(C)cc(C)c3c2N)cc1 | 0.1 | -0.6 | 6 | -73
COc1cccc(C(=O)NNC(=O)C(=O)Nc2ccc(C)cc2)c1 | -0.2 | -1.5 | -12 | -1
CCN(CC)C(=S)SCc1cn2ccccc2n1 | -0.2 | -0.7 | 0 | 2
CCc1nnc(NC(=O)CSc2ccc(F)cc2)s1 | -0.4 | 1.4 | -11 | -19
FC(F)(F)c1ccc(Cl)c(NC2=NCCC2)c1 | 0.0 | 2.3 | -12 | 1
CN(C)c1cccc(Nc2nc3ncnc(NCc4cccc(C(F)(F)F)c4)c3[nH]2)c1 | 0.2 | 0.2 | 27 | -4
COc1ccc(NC(=O)c2cc(Cl)ccc2Cl)cc1[N+](=O)[O-] | -0.1 | -0.6 | -9 | -4
Cc1cc(C(=O)O)c(NC(=O)c2ccccc2)s1 | -0.1 | -6.5 | -1 | -17

Retrieved one by one from the entries so far (5):
SMILES | FBW7 activator | GPR151 ag | MITF primary | TEAD-YAP inh
Oc1ccc(Cl)cc1CN1CCCC(N2CCOCC2)C1 (centres undefined) | -0.1 | -0.5 | 3 | -10
Cc1cc(C(=O)O)c(NC(=O)c2ccccc2)s1 | -0.1 | -6.5 | -1 | -17
CCc1nnc(NC(=O)CSc2ccc(F)cc2)s1 | -0.4 | 1.4 | -11 | -19
CN(C)C(=O)c1ccc(N2CCC(N3CCCN(c4ncccn4)CC3)CC2)cc1 | 0.1 | 0.1 | 10 | -6
COc1ccc(NC(=O)c2cc(Cl)ccc2Cl)cc1[N+](=O)[O-] | -0.1 | -0.6 | -9 | -4

Continued:
SMILES | FBW7 activator | GPR151 ag | MITF primary | TEAD-YAP inh
CCOc1ccccc1CN1CCN(Cc2nc3c(s2)CCCC3)CC1CCO (centres undefined) | 0.1 | -1.1 | 0 | -5
COc1ccc(CC(=O)NCCn2ccc3ccccc32)cc1 | -0.2 | -1.4 | -7 | -10
C#CC(C)(C)OC(=O)Nc1ccc([N+](=O)[O-])cc1 | 0.1 | 0.2 | -1 | -15
Cc1cc(C)cc(N=C2NC(=O)/C(=C/c3ccc(OCc4ccc(Br)cc4)cc3)S2)c1 | -0.1 | 5.7* | -2 | 2
CCOC(=O)C1=C(C)N=c2s/c(=C\c3cc(OC)ccc3OC)c(=O)n2C1c1cccc(OC)c1 (centres undefined) | 0.0 | 1.2 | -1 | -2
Cc1cc(C)c(NC(=O)C2CCN(c3nccs3)CC2)c(C)c1 | 0.0 | -0.3 | 1 | -4
O=C(O)c1ccc2c(c1)C1C=CCC1C(c1ccncc1)N2 (centres undefined) | -2.0 | 0.0 | 56* | -6
Cc1cc(C)nc(NS(=O)(=O)c2ccc(NC(=O)c3ccc(C)c(C)c3)cc2)n1 | -0.1 | -0.5 | -4 | -10
CC1CCCCC1NC(=O)c1ccc(/C=C2/Oc3ccccc3NC2=O)cc1 (centres undefined) | 0.1 | 0.5 | 4 | -4
Cc1ccccc1CN1CCC(N(C)Cc2nc3ccccc3s2)CCC1=O (centres undefined) | -0.1 | 3.1 | -1 | -4
COCCn1c(C)cc(C(=O)COC(=O)c2cccc(Oc3ccccc3)c2)c1C | -0.2 | -0.5 | 0 | -13
O=C(N/N=C/c1ccccc1F)c1ccncc1 | -0.4 | -1.3 | -7 | -14
Cc1ccc(CSc2nc3ccccc3c(=O)n2CC2CCC(C(=O)NCc3ccccc3)CC2)cc1 (centres undefined) | 0.0 | 1.5 | -11 | 1
Cc1ccc(N2C(=O)CSC2c2ccccc2[N+](=O)[O-])cc1 (centres undefined) | -0.2 | -1.5 | -2 | 1
Cc1ccc(C)n1-c1ccc2ccccc2c1 | -0.1 | -1.4 | 5 | -16
CC(C)C1=CC23CCC4C(C)(C(=O)O)CCCC4(C)C2CC1C1C(=O)N(c2ccc(O)cc2)C(=O)C13 (centres undefined) | 0.0 | 1.0 | 5 | 1
CC1(c2ccccc2)CC(C)(C)N(C(=O)CN2C(=O)c3cccc4cccc(c34)C2=O)c2ccccc21 (centres undefined) | 0.0 | -0.4 | 0 | 6
COCCNc1nc2c(C)cccn2c(=O)c1/C=C1\SC(=S)N(C(C)C)C1=O | 0.1 | -0.4 | 13 | 12
COc1cc(/C=C/C(=O)c2cccs2)cc(OC)c1OC | -0.1 | 0.3 | -12 | 13
CC(=O)C1=C(C)NC(SCC(=O)c2ccc([N+](=O)[O-])cc2)=C(C#N)C1c1cccnc1 (centres undefined) | 0.1 | 2.3 | 2 | 6
CCn1c(COc2cccc(C)c2)nnc1SCC(=O)N1CCCC(C)C1 (centres undefined) | -0.1 | 0.1 | 6 | 3
Cc1ccc(N(CC(=O)N2CCCC2)S(=O)(=O)c2ccccc2)cc1 | 0.9 | -1.4 | 20 | 12
CN(C(=O)COC(=O)c1ccc(Cl)c(N)c1)c1ccccc1 | 0.0 | 0.1 | -4 | -5
NS(=O)(=O)c1ccc(CCNC(=O)Cn2ncc3c(=O)oc4ccccc4c32)cc1 | 0.2 | -0.3 | -2 | 1
CC1(CCC(=O)NCc2nc(-c3ccccc3)cs2)CCC(=O)N1 (centres undefined) | 0.1 | -1.3 | 11 | -4
CC1(C)CC2(CC(C)(C)N1)OC(=O)N(C1CC1)C2(C)O (centres undefined) | 0.3 | 1.3 | 7 | 5
CSc1nc2sc3c(c2c(=O)n1-c1ccccc1)CCCC3 | -0.1 | -0.6 | -3 | -19
COC(=O)c1ccc(/C=N/Nc2ccccc2[N+](=O)[O-])cc1 | -0.1 | 4.9* | -2 | -29
Cc1ccc(N(CC(=O)NC2CCCC2)S(=O)(=O)c2c(C)noc2C)cc1 | -0.1 | 0.3 | 20 | 2
COc1ccc2cc(C#N)c(SCC(=O)NCc3ccco3)nc2c1 | 0.4 | -1.4 | 19 | -19
CCc1ccc(OCC(O)CN2CCN(c3ccccn3)CC2)cc1 (centres undefined) | -0.1 | 0.6 | 13 | 4
CC(C)CCn1cnc2c(cnn2-c2ccc(F)cc2)c1=O | 0.3 | 0.1 | 14 | -10
COc1ccc(C2=N/C(=C/c3ccc(Cl)c(Cl)c3)C(=O)O2)cc1Br | 0.0 | -0.1 | 13 | 2
COC(=O)c1sc(NC(=S)Nc2ccn(C)n2)c(C(=O)OC)c1C | 0.2 | 2.5 | -7 | 2
CC(=O)N=C1SC2=CSC(c3ccccc3)N2N1C(C)=O (centres undefined) | 0.0 | -1.0 | 7 | 4
CN(C)c1cccc(-c2cnn3c(NCCc4ccccn4)ccnc23)c1 | 0.0 | 1.9 | 15 | 7
Cc1nc2ccccc2n1-c1nc(N(c2ccccc2)c2ccccc2)nc(-n2c(C)nc3ccccc32)n1 | -0.1 | 0.3 | 3 | 4
Cc1ccc(S(=O)(=O)N2CC(C)C(=O)CC2C)cc1 (centres undefined) | 0.7 | 3.6 | -7 | -8
O=C(NCCc1ccccc1)C(=O)Nc1ccc(Br)cc1 | 0.1 | -0.6 | 9 | 7
O=C(NCC1CCCO1)c1ccc(N2CC3CC(C2)c2cccc(=O)n2C3)c(NS(=O)(=O)c2ccc(Cl)cc2)c1 (centres undefined) | -0.3 | -2.4 | 16 | -3
CSc1nc2ccc(NC(=O)Cc3ccccc3)cc2s1 | 0.2 | -2.5 | 0 | -51
O=C(CN1CCOCC1)N/N=C/c1ccccc1O | -0.2 | 0.9 | 15 | -1
Cc1cccc(/C=C2\CN(Cc3ccccc3)Cc3c2nc2ccccc2c3C(=O)O)c1 | 0.1 | 1.0 | 3 | 3
COCCn1nnnc1C(c1cc2ccc(C)cc2[nH]c1=O)N1CCCCC1 (centres undefined) | 0.0 | 1.1 | -5 | -5
COc1cccc(NC(=O)CC(C)S(=O)(=O)c2ccc3c(c2)SC(C)C(=O)N3)c1 (centres undefined) | 0.3 | 0.7 | -20 | 14
O=C(Nc1nccs1)c1cnsn1 | 0.1 | 1.3 | 5 | -2
CNC(=O)CSc1nnc(-c2cccs2)n1C | 0.0 | -1.4 | 11 | 0
CCOc1ccc(CN2C(=O)C(=O)c3cccc(C)c32)cc1OC | -0.3 | -0.5 | -8 | -3
O=C(/C=C/c1ccccc1)NCC1OCCc2ccccc21 (centres undefined) | 0.0 | -0.7 | 0 | -16
Cc1cc(-c2cnc(N3CCOCC3)nc2C2CCN(C(=O)OC(C)(C)C)CC2)on1 | -0.3 | 0.9 | -5 | -9

(next part)
SMILES | FBW7 activator | GPR151 ag | MITF primary | TEAD-YAP inh
CCC1CCc2c(sc(NC(=O)c3sc4cc(C)ccc4c3Cl)c2C#N)C1 (centres undefined) | 0.2 | -0.9 | 20 | 6
Cc1cc(SCC(=O)c2ccc(F)cc2)nc(=O)[nH]1 | 0.3 | -1.4 | 18 | -18
COc1ccc(C(=O)NC(C)C(=O)O)cc1 (centres undefined) | -0.2 | -0.7 | 1 | -1
CCCc1cc2c(=O)c(-c3ccc4c(c3)OCCCO4)coc2cc1OCC(=O)OCC | 0.1 | -0.8 | 5 | 0
CCOC(=O)COc1ccc(C(=O)Nc2ccc(F)cc2)cc1 | 0.2 | -2.0 | -2 | 13
Cc1ccc(CN2CCN(CC(=O)NC3CCCCC3C)C2=O)cc1 (centres undefined) | -0.1 | 0.3 | -8 | 10

An unsorted share of the library (roughly 3.4% active in at least one column).
